Bioassay records deposited in PubChem by National Center for Advancing Translational Sciences (NCATS).
RGS4 inhibitor: human RGS4 inhibition; P49798; Transcreener GDP fluorescence polarization, RGS4-accelerated GTP hydrolysis; Potency, µM (series often up to 114 µM), for the others: at the top dose activity change, negative = inhibition, hits mostly inhibitors; hit rate 0.039% among 390,000; further: on the % scale 0 is the no-effect control and ±100 the full control effect; nearly all actives have a fitted effect of over 75% in size; some results filed as inactive show a strong effect at the top dose
Target sequence (P49798 whole entry, looked up): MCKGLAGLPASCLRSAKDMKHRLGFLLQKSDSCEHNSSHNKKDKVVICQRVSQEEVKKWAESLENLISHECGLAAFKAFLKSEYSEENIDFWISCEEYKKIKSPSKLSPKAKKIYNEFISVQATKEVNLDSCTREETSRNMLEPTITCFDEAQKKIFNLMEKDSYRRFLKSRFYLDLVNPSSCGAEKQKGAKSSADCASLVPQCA
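MLSMR compounds (23 nl, pin-transferred) preincubated 10 min at room temperature with a 500nM (2x) first reagent, then RGS4 at 900nM (2x) plus Transcreener GDP mix added; fluorescence polarization (620/688 nm) read before and after 90 min at 30 °C.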
ALOX12 inh: blocks human arachidonate 12S-lipoxygenase; AID 1671190; hit rate 1.1% among 580,000; Potency, µM (doses to about 108 µM), for the others: top-dose activity change, negative = inhibition, actives largely listed as inhibitors; purified 12hLO, xylenol orange hydroperoxide absorbance; further: on the % scale 0 is the no-effect control and ±100 the full control effect
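Hydroperoxide product was detected by ferrous iron/xylenol orange as the 573 to 405 nm absorbance ratio. Arachidonic acid at 40 uM (final) was turned over for 30 min at room temperature by 150 nM human 12hLO, pH 7.0 Hepes buffer, after 15 min compound preincubation.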
RXFP1 agonist: activates the human relaxin receptor RXFP1. Q9HBX9. HEK293T-RXFP1 cAMP TR-FRET, 30 min; response scale: percent of porcine relaxin response, buffer zero. Potency, µM (doses to about 57.5 µM), inactives show at the top dose activation, most hits filed as activators. hit rate 0.3% among 370,000. AID 2676; further: on the % scale 0 is the no-effect control and ±100 the full control effect; nearly all actives have a fitted effect of over 60% in size; many of its hits are not listed in these tables
Target sequence (Q9HBX9 whole entry, looked up): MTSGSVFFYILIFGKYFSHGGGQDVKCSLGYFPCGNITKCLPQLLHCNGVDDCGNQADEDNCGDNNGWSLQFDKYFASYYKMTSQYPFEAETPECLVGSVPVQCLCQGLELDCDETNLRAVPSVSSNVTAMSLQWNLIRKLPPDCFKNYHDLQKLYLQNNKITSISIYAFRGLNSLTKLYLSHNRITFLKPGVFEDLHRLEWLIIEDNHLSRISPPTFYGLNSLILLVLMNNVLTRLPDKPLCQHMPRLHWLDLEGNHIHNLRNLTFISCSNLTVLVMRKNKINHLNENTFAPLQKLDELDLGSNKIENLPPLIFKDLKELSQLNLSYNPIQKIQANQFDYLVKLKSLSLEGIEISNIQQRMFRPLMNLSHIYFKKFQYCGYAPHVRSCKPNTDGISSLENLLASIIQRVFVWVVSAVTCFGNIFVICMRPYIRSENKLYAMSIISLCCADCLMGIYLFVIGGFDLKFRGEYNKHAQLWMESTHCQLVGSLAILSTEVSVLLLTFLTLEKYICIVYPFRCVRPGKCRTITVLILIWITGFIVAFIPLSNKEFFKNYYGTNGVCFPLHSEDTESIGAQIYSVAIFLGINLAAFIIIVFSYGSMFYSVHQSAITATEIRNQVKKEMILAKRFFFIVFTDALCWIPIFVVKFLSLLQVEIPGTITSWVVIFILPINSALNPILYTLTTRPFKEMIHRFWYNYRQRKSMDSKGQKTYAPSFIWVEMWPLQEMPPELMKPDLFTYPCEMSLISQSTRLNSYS
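cAMP rise read by TR-FRET after 30 min, 37C compound exposure (up to 58 uM) in RXFP1-transfected HEK293 cells with Ro 20174 present. EC50 from Hill-equation fits, with 29 nM porcine relaxin as 100% and buffer as basal.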
USP1-UAF1 inh: USP1/UAF1 (human) deubiquitinase inhibition | AID 743255 | hit rate 0.23% among 390,000 | Potency, µM (top dose mostly 57.1 µM), for inactives: at the top dose activity change, negative = inhibition, actives largely listed as inhibitors | recombinant USP1/UAF1, Ub-Rhodamine cleavage fluorescence; further: on the % scale 0 is the no-effect control and ±100 the full control effect; nearly all actives have a fitted effect of over 60% in size; inactives centre near -12
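1 nM enzyme complex + cpd, 15 min RT; start with Ub-Rho 150nM final; kinetic fluorescence ex 480/em 540, 6 reads q60 s. Buffer 50mM HEPES pH 7.8, 0.5mM EDTA, 0.1 mg/ml BSA, 1mM TCEP, 0.01% Tween-20.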
TrxR1 substrate: is turned over as a substrate by rat TrxR1 | O89049 | purified TrxR1 substrate turnover, NADPH consumption readout | Potency, µM (top dose mostly 114 µM), without a hit: top-dose activity change, negative = substrate turnover | hit rate 0.01% among 390,000 | AID 588456; further: on the % scale 0 is the no-effect control and ±100 the full control effect; nearly all actives have a fitted effect of over 50% in size
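Rat TrxR1, dispensed at 90 nM, was prereduced with 400 uM NADPH (final) for 5 min at ~22 deg C, then incubated with compound 15 min before 400 uM selenite. A first-read NADPH fluorescence drop versus no-compound background flagged substrates.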
IDH1 R132H inh: human IDH1 R132H inhibition; O75874; hit rate 0.093% among 390,000; IDH1-R132H enzyme, NADPH consumption, diaphorase/resazurin fluorescence; Potency, µM (series often up to 76.6 µM), for the others: top-dose activity change, negative = inhibition, usual class: inhibitors; further: on the % scale 0 is the no-effect control and ±100 the full control effect; nearly all actives have a fitted effect of over 65% in size
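IDH1-R132H (0.5 ug/mL) preincubated 30 min with compound, then NADPH (0.016 mM) and alpha-KG (2 mM) added; 80 min at RT, pH 7.5. Remaining NADPH coupled via diaphorase/resazurin to fluorescence (540/590 nm); concentration-response curves normalized to no-enzyme control.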
Vif-A3G inh: blocks the Vif interaction with human APOBEC3G. Potency, µM (series often up to 46.1 µM), for the others: at the highest dose activity, negative = active, hits mostly inhibitors. AID 602310. Q9HC16. hit rate 0.076% among 410,000. HeLa A3G-eYFP + Vif (tagged APOBEC3G with the HIV-1 protein that degrades it), YFP fluorescence, overnight;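 further: on the % scale 0 is the no-effect control and ±100 the full control effect; nearly all actives have a fitted effect of over 60% in size; hits raise eYFP signal because A3G escapes Vif-driven loss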
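Read-out is eYFP fluorescence (Ex 488/Em 500-530) from Vif-expressing HeLa A3G-eYFP cells; more signal means A3G escaped Vif-mediated degradation. Cells plated overnight, compound pinned in, incubated overnight at 37 deg C.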
Vif-APOBEC3F blk: blocks the Vif interaction with APOBEC3F; HeLa A3F-eYFP + Vif (tagged APOBEC3F with the HIV-1 protein that degrades it), YFP fluorescence increase; Potency, µM (highest dose often 46.1 µM), without a hit: at the top dose activity, negative = active; hit rate 0.2% among 390,000; AID 602313; further: % of control where 0% means no effect; nearly all actives have a fitted effect of over 65% in size
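HeLa cells stably expressing A3F-eYFP plus Vif, plated and incubated overnight at 37 deg C, then exposed to compounds overnight at 37 deg C. Blocked degradation read as raised yellow fluorescence (Ex 488/Em 500-530).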
rTrxR1 inhibitor: rat TrxR1 inhibition. O89049. recombinant rTrxR1, NADPH fluorescence consumption, selenite substrate. Potency, µM (highest dose often 114 µM), for the others: at the highest dose activity change, negative = inhibition, hits mostly inhibitors. hit rate 1% among 390,000. AID 588453; further: on the % scale 0 is the no-effect control and ±100 the full control effect; nearly all actives have a fitted effect of over 65% in size
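Rat TrxR1 (90 nM in the dispensed reagent) was pre-reduced with 400 uM NADPH for 5 min at room temperature, then incubated with compound for 15 min. After 400 uM selenite was added, NADPH fluorescence (Ex 340/Em 450 nm) was followed for 8 min.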
An asterisk follows results filed as active; ? = inconclusive; · = not tested or not shown; [ ] = dose if it differs, or a comment. The call rests on the fitted dose curve; in most records, active means well fitted curve in the direction sought with a large enough effect; inconclusive means small, poorly fitted or top-dose-only effect, or another doubt; inactive means no such curve, though single readings can be large; an effect the other way counts as inactive or inconclusive. Potency means the concentration at half of the fitted maximal effect. These rows are one share of the data, so the mix of outcomes need not match the whole.

SMILES	RGS4 inhibitor	ALOX12 inh	RXFP1 agonist	USP1-UAF1 inh	TrxR1 substrate	IDH1 R132H inh	Vif-A3G inh	Vif-APOBEC3F blk	rTrxR1 inhibitor
Cc1cccc(C)c1NC(=O)CN(C)C(=O)c1cc(S(=O)(=O)N2CCOCC2)ccc1N1CCCC1	-19.2%	-12.6%	0.4%	-7.0%	-9.8%	3.0%	0.9%	15.4%	-10.9%
CCCCCn1c(=O)[nH]c2cc(C(=O)NCCN3C(C)CCCC3C)ccc2c1=O (stereo not given)	-10.1%	?	1.3%	-25.4%	6.1%	4.8%	-0.3%	-11.2%	13.9%
COc1ccc(C2CC(c3ccccc3)Oc3cc(C)c(Cl)c(C)c32)cc1 (stereo not given)	3.5%	·	·	·	12.6%[57.1 µM]	·	0.1%	·	25.6%
COc1ccc(-c2csc(NC(=S)NC(=O)c3ccc(S(=O)(=O)N(C)C)cc3)n2)cc1OC	-33.4%	?	0.9%	-22.1%	-7.1%	0.0%	-11.2%	1.2%	4.6%
CCc1ccc(NC(=O)N2CC=C(c3c[nH]c4ccccc34)CC2)cc1	-1.6%	-5.2%	-0.2%	-20.4%	1.2%	·	·	·	9.2%
CCn1c(/C=C/c2ccccc2)nc2ccccc2c1=O	16.9%	-2.8%	0.7%	-13.9%	-2.6%	7.6%	-13.5%	-5.1%	-0.3%
Cc1nc(Cl)c(C(=O)NCCC(C)C)c(C)c1[N+](=O)[O-]	-5.1%	-0.5%	2.3%	-13.5%	-1.5%	-1.7%	1.2%	-2.2%	15.4%
CCOC(=O)C1(CCOc2ccccc2)CCN(C(=O)c2cncs2)CC1	-2.5%	8.1%	-1.9%	-12.7%	3.8%[57.1 µM]	-3.9%	1.1%	-19.8%	0.7%[57.1 µM]
COCC(=O)NC(c1ccccc1)c1ccccc1	17.2%	13.5%	-0.1%	-7.1%	4.4%[57.1 µM]	-4.1%	-1.0%	-3.7%	35.7%[57.1 µM]
CN(Cc1ccccc1)C(=O)c1nc2ccccn2c1CNCCn1cccn1	-4.2%	9.0%	1.0%	0.7%	-1.9%	-6.2%	-6.4%	0.1%	-3.8%
C=CCn1c(COc2cccc(C)c2)nnc1SCC(=O)c1c(N)n(C)c(=O)n(C)c1=O	-4.1%	9.4%	·	-18.8%	7.3%	-0.2%	3.9%	1.0%	15.2%
CCN(CC)S(=O)(=O)c1ccc(C(=O)Nc2ccc3c(c2)OCO3)cc1	26.4%	9.4%	0.3%	-2.5%	-9.0%[57.1 µM]	7.0%	2.1%	-9.2%	25.2%[57.1 µM]
Nc1cc(N)nc(SCc2nnnn2-c2ccc(Cl)cc2)n1	16.1%	-11.4%	-1.2%	1.2%	-12.5%	1.7%	-0.2%	7.3%	-9.7%
O=C(NC(=S)Nc1ccccc1N1CCCC1)c1cccs1	?	-30.5%	1.8%	?	-8.4%	8.5%	-14.7%	?	-1.3%
N#CC1(NC(=O)COC(=O)CN2C(=O)c3ccccc3C2=O)CCCCC1	2.1%	-13.5%	2.3%	-13.2%	5.3%[57.1 µM]	-1.6%	-0.4%	0.9%	8.0%[57.1 µM]
COc1ccc(NC(=O)c2cnc(SC)nc2)cc1	21.6%	6.3%	1.1%	-8.0%	-0.5%	-4.3%	-14.8%	5.3%	11.9%
Cc1ccc2cc(CN(CC(C)C)S(=O)(=O)c3cccc4nonc34)c(=O)[nH]c2c1	3.8%	0.9%	0.3%	-20.5%	-8.7%	-3.9%	1.6%	-6.1%	-6.7%
C/C(=N\NC(=O)c1ccncc1)c1cccc(NC(=O)c2ccc(Cl)s2)c1	-16.5%	-15.8%	2.6%	-7.7%	1.2%	14.1%	-2.7%	2.6%	3.8%
c1coc(-c2nc3c([nH]2)CCc2nonc2-3)c1	-3.6%	15.8%	2.2%	?	12.0%	7.9%	0.3%	-0.1%	22.4µM*
COc1cc(C(=O)NC(=S)Nc2ccc3[nH]c(=O)[nH]c3c2)cc(OC)c1OC	-34.1%	-19.0%	-0.7%	-27.3%	-2.2%	2.1%	-0.5%	3.0%	-12.3%
COc1ccc2c(c1)C(C)CC(C)(C)N2C(=O)CSc1nc2ccccc2s1 (stereo not given)	-38.4%	13.3%	4.2%	-15.5%	0.1%[57.1 µM]	1.2%	-6.1%	2.0%	2.5%[57.1 µM]
COc1ccc(C(=O)N/C(=C\c2ccc3c(c2)OCO3)C(=O)Nc2cccc(C(=O)O)c2)cc1	19.4%	3.3%	-2.3%	7.6%	-11.3%	-3.9%	-5.2%	-13.1%	5.2%[57.1 µM]
CCOc1ccc(C(C)=O)cc1CN1C(=O)C(=O)N(CC)C1=O	-17.5%	40.6%	13.1%	-22.2%	3.8%[57.1 µM]	-4.1%	-6.8%	9.6%	20.3%[11.4 µM]
C/C(=N\NC(=S)NCCc1ccccc1)c1ccc(Cl)cc1Cl	5.9%	44.7µM*	-0.4%	?	-2.2%	-4.4%	-11.4%	?	5.5%[57.1 µM]
CCNc1nc(Oc2ccc(OC)cc2)cc(C(F)(F)F)n1	-5.0%	-15.4%	-1.1%	-25.5%	-7.0%	0.0%	-21.8%	-19.8%	7.1%
CCC(C)(C(=O)Nc1ccccc1C)N(C(=O)CNC(C)=O)c1ccc(C)cc1 (stereo not given)	3.6%	10.2%	1.2%	-8.2%	-7.0%	0.1%	1.4%	-1.0%	-16.0%
Cc1ccc(S(=O)(=O)N(C)c2ccc(OCC(=O)O)cc2)cc1	-21.5%	311.3%[activator][57.4 µM]	1.7%	0.4%	-4.8%	-3.8%	0.7%	-6.1%	1.7%
COc1ccc(NC(=O)Cn2cnc3sc(C)c(S(=O)(=O)N4CCOCC4)c3c2=O)c(OC)c1	-0.6%	-4.1%	5.4%	-6.1%	13.6%[57.1 µM]	3.1%	-1.3%	0.1%	32.8%[57.1 µM]
CCN(CC)S(=O)(=O)c1ccc(N/N=C/c2cc(OC)c(OC)cc2OC)nc1	-31.3%	11.0%	1.1%	-13.0%	97.0%[activator]	7.4%	-1.7%	-15.2%	?
Cc1cc(/C=C2/C(=O)N(C)C(=S)N2C)ccc1N1CCCC1	-12.6%	-15.9%	5.0%	?	-4.9%	5.4%	?	?	-14.7%
CC(=O)N1c2ccc(S(=O)(=O)N3CCCCCC3)cc2CC1C(=O)NCc1ccccc1C (stereo not given)	22.0%	-13.9%	-1.9%	-12.7%	-5.1%[57.1 µM]	-3.9%	8.0%	3.2%	10.0%[57.1 µM]

Some of these compounds in order of the ALOX12 inh value, ascending.
SMILES	ALOX12 inh
CC(=O)N1c2ccc(S(=O)(=O)N3CCCCCC3)cc2CC1C(=O)NCc1ccccc1C (stereo not given)	-13.9%
CCn1c(/C=C/c2ccccc2)nc2ccccc2c1=O	-2.8%
Cc1nc(Cl)c(C(=O)NCCC(C)C)c(C)c1[N+](=O)[O-]	-0.5%

Quoted from the listing.
COc1ccc(C(=O)N/C(=C\c2ccc3c(c2)OCO3)C(=O)Nc2cccc(C(=O)O)c2)cc1 @ ALOX12 inh: 3.3%
CCNc1nc(Oc2ccc(OC)cc2)cc(C(F)(F)F)n1 @ RGS4 inhibitor: -5.0%
Cc1ccc(S(=O)(=O)N(C)c2ccc(OCC(=O)O)cc2)cc1 @ Vif-APOBEC3F blk: -6.1%
CCN(CC)S(=O)(=O)c1ccc(N/N=C/c2cc(OC)c(OC)cc2OC)nc1 @ TrxR1 substrate: 97.0%[activator]
COc1ccc2c(c1)C(C)CC(C)(C)N2C(=O)CSc1nc2ccccc2s1 (stereo not given) @ IDH1 R132H inh: 1.2%
